Compound activity as filed in PubChem BioAssay.
LRH-1 inv ag: LRH-1 (NR5A2) inverse agonists, primary screen, cell-based, luminescence, HEK293T, StAR-luciferase reporter; Nuclear receptor subfamily 5 group A member 2 (Homo sapiens), O00482; LRH-1 transfected, 24 h; inhibition, % at 3.6 µM; 0.13% of 360,000 active;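 active = inhibition above the mean inhibition of all tested compounds plus 3 SD, cut at about 73% in these data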;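 note: 0% = DMSO wells and 100% = reporter-only cells lacking LRH-1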
COUP-TFII inh: NR2F2 transcriptional activity inhibitors, primary screen, cell-based, luciferase reporter, HEK293T, luminescence | COUP transcription factor 2 (Homo sapiens), P24468 | HEK293T NGFI-A luciferase reporter | inhibition, % at 8.6 µM | 0.7% of 370,000 active | AID 686940, 2013;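 active = inhibition above a per-plate cutoff, mean inhibition of test wells between control levels plus 3 SD, cut at about 38% in these data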;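 note: cells cotransfected with COUP-TFII expression vector driving the NGFI-A reporter; 0% = median of COUP-TF2 test wells and 100% = reporter-only cells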
NOD2 RIPK2 PPI: NOD2-RIPK2 binding disruptors in cells, primary screen, fluorescence, CHO cells, BLA complementation; 0.38% of 360,000 active; CCF4 ratio; AID 624267, 2012; Receptor-interacting serine/threonine-protein kinase 2 (Homo sapiens), O43353; inhibition, % at 4.98 µM; in the data active = inhibition above about 21%;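 note: 0% = vehicle only and 100% = reference blocker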
SRC1 inh: SRC1 coactivator transcriptional activity inhibitors, primary screen, cell-based, luminescence. inhibition, % at 3.6 µM. HEK293 GAL4-SRC1 luciferase reporter. 0.12% of 360,000 active;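 active = inhibition above the campaign mean plus 3 SD, with each screening campaign given its own cutoff, cut at about 60% in these data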;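 note: 0% = DMSO treated cells and 100% = gossypol at 36 µM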
Target sequence (Q15788 whole entry, looked up, the tested form may be a part): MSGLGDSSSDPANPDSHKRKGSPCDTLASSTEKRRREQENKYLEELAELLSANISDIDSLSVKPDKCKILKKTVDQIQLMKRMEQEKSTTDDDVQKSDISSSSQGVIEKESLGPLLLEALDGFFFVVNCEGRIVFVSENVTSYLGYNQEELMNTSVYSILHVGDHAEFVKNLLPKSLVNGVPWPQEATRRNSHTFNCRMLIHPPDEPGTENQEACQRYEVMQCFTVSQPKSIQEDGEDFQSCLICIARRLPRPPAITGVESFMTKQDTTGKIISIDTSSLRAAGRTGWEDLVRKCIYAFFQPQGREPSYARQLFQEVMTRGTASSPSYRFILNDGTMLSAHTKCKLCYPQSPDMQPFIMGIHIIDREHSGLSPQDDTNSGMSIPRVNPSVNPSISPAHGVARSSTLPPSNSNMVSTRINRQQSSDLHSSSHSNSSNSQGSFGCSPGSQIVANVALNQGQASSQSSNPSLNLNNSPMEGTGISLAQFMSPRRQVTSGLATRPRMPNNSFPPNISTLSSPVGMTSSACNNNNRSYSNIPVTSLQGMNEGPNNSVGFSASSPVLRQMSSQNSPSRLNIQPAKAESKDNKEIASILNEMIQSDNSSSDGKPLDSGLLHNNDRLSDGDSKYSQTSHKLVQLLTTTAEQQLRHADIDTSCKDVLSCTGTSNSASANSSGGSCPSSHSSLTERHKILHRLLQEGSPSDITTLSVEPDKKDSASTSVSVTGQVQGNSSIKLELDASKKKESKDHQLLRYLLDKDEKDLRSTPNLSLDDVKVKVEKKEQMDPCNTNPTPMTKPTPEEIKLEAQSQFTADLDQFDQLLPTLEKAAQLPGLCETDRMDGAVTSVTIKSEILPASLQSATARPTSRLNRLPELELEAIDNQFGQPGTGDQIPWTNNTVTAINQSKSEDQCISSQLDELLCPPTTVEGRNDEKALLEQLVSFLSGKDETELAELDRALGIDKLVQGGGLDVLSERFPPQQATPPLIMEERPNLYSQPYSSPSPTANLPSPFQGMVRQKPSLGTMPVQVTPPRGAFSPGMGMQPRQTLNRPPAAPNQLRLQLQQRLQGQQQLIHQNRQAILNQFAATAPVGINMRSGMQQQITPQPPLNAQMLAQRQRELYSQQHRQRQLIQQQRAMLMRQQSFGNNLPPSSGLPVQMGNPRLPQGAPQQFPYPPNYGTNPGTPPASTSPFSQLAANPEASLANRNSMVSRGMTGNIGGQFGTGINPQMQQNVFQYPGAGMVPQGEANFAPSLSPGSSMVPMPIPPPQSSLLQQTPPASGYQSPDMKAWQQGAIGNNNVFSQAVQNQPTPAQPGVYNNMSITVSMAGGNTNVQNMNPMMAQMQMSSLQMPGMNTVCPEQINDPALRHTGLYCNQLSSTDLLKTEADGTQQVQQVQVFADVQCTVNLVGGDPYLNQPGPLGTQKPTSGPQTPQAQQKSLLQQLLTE
NCOA3 inh: SRC3 coactivator transcriptional activity inhibitors, primary screen, cell-based, luminescence. HEK293 GAL4-SRC3 luciferase reporter. 0.17% of 360,000 active. inhibition, % at 3.6 µM. AID 588352, 2011;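 active = inhibition above a per-campaign cutoff, the mean of all compounds plus 3 SD, cut at about 60% in these data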;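 note: 0% = DMSO-treated cells and 100% = gossypol-treated cells at 36 µM; higher means less SRC3-driven luciferase light from the GAL4 reporter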
TWEAK-Fn14 inh: inhibitors of TWEAK-Fn14 signaling, primary screen, luciferase reporter cells, uHTS; TWEAK-stimulated Fn14 reporter cells, luciferase luminescence, 8 h; inhibition, % at 10 µM; 2% of 360,000 active; in the data active = inhibition above about 50%
TLR9-MyD88 block: inhibitors of TLR9-MyD88 association in cells, primary screen, cell-based, CHO, BLA complementation, fluorescence; AID 504734, 2011; Toll-like receptor 9 (Homo sapiens) + Myeloid differentiation primary response protein …; inhibition, % at 4.98 µM; 0.21% of 340,000 active; CCF4 FRET ratio;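 active = inhibition above the mean over all tested compounds plus 3 SD, cut at about 21% in these data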;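 note: 0% = DMSO only wells and 100% = clavulanate BLA inhibitor control wells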
C8 TRAIL sens: viability loss with TRAIL in NB7+C8 cells, primary screen, TRAIL sensitizer project, cell-based, ATPlite luminescence. inhibition (viability loss, TRAIL sensitization), % at 10 µM. 1% of 360,000 active;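 active = compounds causing at least 50% loss of cell viability in the single-dose screen, relative to plate controls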
TROY signal inh: inhibitors of TROY-driven NF-kB signaling, primary screen, Q293 LMP1-TROYcd cells, NF-kB luciferase, uHTS; Q293 LMP1-TROYcd NF-kB luciferase reporter, 4 h; 0.98% of 360,000 active; inhibition, % at 10 µM; AID 1347056, 2019;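 active = compounds whose plate-normalised and pattern-corrected inhibition of the luciferase reporter signal at the single screening dose is 50% or more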
SRC2 inh: inhibition of GAL4-SRC2 driven luciferase reporter, primary screen, SRC2 inhibitor project, cell-based, luminescence. Nuclear receptor coactivator 2 (Homo sapiens), Q15596. HEK293 GAL4-SRC2 luciferase reporter. inhibition, % at 9 µM. 0.17% of 370,000 active;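 active = inhibition above the mean inhibition of all tested compounds plus 3 SD, set per campaign, cut at about 52% in these data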;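 note: 0% = DMSO treated cells and 100% = cells given Gossypol at 36 µM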
LMP1 NFkB inh: EBV LMP1-driven NF-kappaB luciferase reporter inhibitors, primary screen, cell-based, luminescence, single point; 0.69% of 350,000 active; LMP1-induced NF-kappaB luciferase reporter cells; inhibition, % at 12.5 µM; in the data active = inhibition above about 41%;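 note: 0% = neutral control wells and 100% = reference inhibitor control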
An asterisk follows results filed as active; . = not tested or not shown; & = joins results of further samples. The list is partial; rates above refer to the full screens.

Fields – LRH-1 inv ag, COUP-TFII inh, NOD2 RIPK2 PPI, SRC1 inh, NCOA3 inh, TWEAK-Fn14 inh, TLR9-MyD88 block, C8 TRAIL sens, TROY signal inh, SRC2 inh, LMP1 NFkB inh
- CCCCn1c(N)c(NCCC)c(=O)[nH]c1=O
→ 13, 10, 9, -10, 11, 9, -4, 0, 1, 3, -3
- COc1ccc(CN2CCN(S(=O)(=O)c3ccc(C)cc3)CC2)cc1OC
→ -3, 0, -6, 12, 18, -15, -7, 21, 3, -12, 6
- Cc1ccccc1CN1CCCNC1=O
→ 19, 1, 5, 1, 8, 4, 3, 0, 21, -13, -8
- Cn1c(=O)c(C(=O)CN2CCN(Cc3ccc4c(c3)OCO4)CC2)c(N)n(Cc2ccccc2)c1=O
→ 24, 1, -3, 5, 26, -5, 6, -8, 20, 16, 1
- COc1cc(C2/C(=C(\O)c3ccc4c(c3)OCCO4)C(=O)C(=O)N2Cc2ccccc2)ccc1O (stereo unspecified)
→ 7, 17, -1, 6, -8, -1, -8, 0, 9, -17, -8
- COc1cc(C2c3[nH]c4ccccc4c3C[C@@H]3C(=O)N(Cc4ccco4)CC(=O)N23)cc(OC)c1OC (stereo partly specified)
→ 5, 12, -9, 13, -4, 21, -3, 6, -1, 12, 1
- O=C(CCCCl)NC(=S)Nc1cc(C(F)(F)F)ccc1N1CCOCC1
→ 15, -6, -2, -59, 7, 23, -6, -1, 11, 35, 4
- Cn1c(CCN2CCN(c3ccccn3)CC2)nc2cc(NS(=O)(=O)c3ccccc3)ccc21
→ 1, -4, -6, 6, 23, 15, 3, 0, 5, 16, 8
- CCN(CC)S(=O)(=O)c1cccc(NC(=O)CCNC(=O)c2ccc([N+](=O)[O-])cc2)c1
→ 5, 13, 3, -18, -2, -12, 3, 1, 2, 3, -3
- COc1cc(/C=N/NC(=O)c2ccc(NS(=O)(=O)c3cccs3)cc2)cc(OC)c1O
→ -13, -6, 0, 0, -7, -20, -5, 9, 8, -19, 7
- c1cncc(-c2nc3ccccc3[nH]2)c1
→ -9, -4, -5, -5, -13, -3, -3, -6, -15, -16, -8
- O=c1c2ccccc2nc2n1CCC2
→ -4, 15, 5, 1, -1, -11, 2, 2, -18, -3, -6
- COC(=O)[C@@H](Cc1c[nH]c2ccccc12)NC(=O)c1cc(=O)[nH]c2ccccc12
→ 5, 12, 4, -10, 1, -4, 1, -4, -3, 26, 1
- Cc1ccc2nc(-c3cccc(Br)c3)c(Cc3ccccc3)n2c1
→ -98, -51, -7, -73, -66, 13, ., -5, -41, -80, .
- COc1ccc2nc3ccccc3nc2c1N
→ -6, -13, 2, -65, -41, 31, -8, 45, 9, -25, -14
- CCC(=O)Nc1cc(C(=O)OCC(=O)c2ccccc2Cl)ccc1C
→ -71, -39, -3, -54, -66, 2, -2, 2, -65, -29, -41
- CCOC(=O)Cn1cc(C(=O)C(=O)N2CCOCC2)c2ccccc21
→ -9, 1, 1, 3, 9, 19, -12, 6, -12, -11, -2
- O=C(NC(=S)Nc1ccccn1)c1ccccc1
→ -136, -73, -2, -102, -72, 15, 11, 69*, -34, -68, -7
- CCOC(=O)Nc1cc(C)c(Cl)cc1OC
→ 4, 13, -9, -12, -8, -6, -1, -17, 15, 6, 8
- COc1ccccc1C1C(C(N)=O)=C(C)Nc2nc(-c3ccccc3Cl)nn21 (stereo unspecified)
→ 20, -7, -5, 1, 3, -2, -15, -8, -31, 12, -3
- Cc1ccc(C(=O)N/C(=C\c2ccco2)C(=O)NCCN2CCOCC2)cc1C
→ 17, 3, 10, -6, -24, 18, -8, 3, -16, 1, 11
- O=C(N=C1SC2CS(=O)(=O)CC2N1c1cccc(Cl)c1)C1CCCO1 (stereo unspecified)
→ 5, -12, -4, -19, 2, 17, -11, 7, -11, -3, -6
- CC(=O)N1CCc2cc(S(=O)(=O)NCCC(=O)NC3CCCc4ccccc43)ccc21 (stereo unspecified)
→ 16, 12, 7, -20, -6, 1, -2, -7, 1, 2, -5
- COc1cccc(NC(=S)Nc2cc(C(=O)O)ccc2N2CC3CC(C2)c2cccc(=O)n2C3)c1 (stereo unspecified)
→ -25, 18, -2, -8, -5, -13, -6, 6, -17, -17, -11
- Cc1cccc(NC(=O)Nc2cc(C)on2)c1
→ -44, -12, -1, -32, -26, -9, 1, -6, -29, -20, -6
- Cc1cc([N+](=O)[O-])nn1CC(=O)Nc1cccc2nonc12
→ -16, 3, -3, -17, 9, -2, 1, -2, -12, 27, 3
- Cc1ccc(S(=O)(=O)N(C)C[C@H]2OCc3cnnn3CCCC(=O)N([C@H](C)CO)C[C@H]2C)cc1
→ 14, -8, -4, -12, 5, -1, 2, -11, -12, -4, -15
- COc1ccc(CCN2CC(C(=O)NCC3(O)CCCCC3)CCC2=O)cc1 (stereo unspecified)
→ 5, -13, -12, 4, 19, -8, 4, -7, -23, -12, 1
- Cc1ccc2nc(-c3cccc(SC4CCCCC4)c3)c(NC3CCCCC3)n2c1
→ -21&21, -2&15, -4&-12, -2, 16, -4&7, 5, 25&1, -11&2, -11&-12, -7
- Cc1nc2nc[nH]n2c(=O)c1NC(=O)c1c(-c2ccccc2Cl)noc1C
→ 13, -3, -7, 2, 25, 3, 9, -9, -50, -1, -18
- CCC(C(=O)OCC(=O)Nc1ccc(OC)cc1OC)c1ccccc1 (stereo unspecified)
→ -1, -10, -6, -8, 7, -5, 6, -5, -18, -36, -9
- CC12CCC(c3c(C(=O)O)nn(-c4ccccc4)c31)C2(C)C (stereo unspecified)
→ -6, 10, -22, 15, 3, 15, 1, 6, -6, 18, 0
- O=[N+]([O-])c1ccc(-c2c[nH]c(=S)[nH]2)cc1
→ -10, -4, -12, -7, -7, 1, 2, -4, -60, -8, -5
- CCOc1ccc(/C(O)=C2/C(=O)C(=O)N(CCN(CC)CC)C2c2ccco2)cc1 (stereo unspecified)
→ -1, -11, -9, -10, -6, -14, 4, -1, -7, -14, -10
- CCOc1ccc(N(CC(=O)NC2CC3CCC2C3)S(=O)(=O)c2ccccc2)cc1 (stereo unspecified)
→ 11, 8, 1, 17, 15, 56*, -10, -3, -3, 10, 18
- COc1ccc(NS(=O)(=O)c2cc(N)ccc2N2CCCC2)cc1
→ 8, 9, 4, -8, 2, -1, -1, 8, 4, 1, 2
- O=C(CCn1cccc1)N1CCc2ccccc21
→ -27, -9, -10, -10, 1, -9, 5, 0, 2, -53, -12
- CCOC1CC(C)(C)NC(=S)N1 (stereo unspecified)
→ -8, 6, 3, -6, 3, 0, -7, -9, 9, -6, -4
- Cc1ccc(N(C(=O)c2csnn2)C(C(=O)NC2CCCCC2)c2cccnc2)cc1 (stereo unspecified)
→ -20, -9, -7, -4, -17, -2, -1, 0, -18, 2, -1
- O=C(CCS(=O)(=O)c1cccc2nsnc12)N1CCN(C(=O)c2ccco2)CC1
→ 6, 12, 3, -9, 11, 12, 0, 4, 7, -28, -1
- Cn1c(SCC(=O)NC2CC2)nnc1-c1ccco1
→ 12, 0, -11, -2, -1, -13, 7, -14, -3, 22, -7
- COc1ccc(C2c3ccc4ccccc4c3Oc3ncn(Cc4ccco4)c(=N)c32)cc1OC (stereo unspecified)
→ 1, -3, -3, 3, -1, 39, -12, 10, 16, 22, 5
- CCC(=O)n1nc(-c2ccco2)nc1N
→ -11, 8, -9, 0, -7, -12, -9, -9, 7, 27, -3
- Cc1ccccc1-c1nnn(C/C(N)=N/O)n1
→ 12, -7, 0, 13, -2, 1, -9, -3, -11, 17, -5

At a glance, part of the list above:
Fields – LRH-1 inv ag, COUP-TFII inh, NOD2 RIPK2 PPI, SRC1 inh, NCOA3 inh, TWEAK-Fn14 inh, TLR9-MyD88 block, C8 TRAIL sens, TROY signal inh, SRC2 inh, LMP1 NFkB inh
- CCOC1CC(C)(C)NC(=S)N1 (stereo unspecified)
→ -8, 6, 3, -6, 3, 0, -7, -9, 9, -6, -4
- Cc1ccc(N(C(=O)c2csnn2)C(C(=O)NC2CCCCC2)c2cccnc2)cc1 (stereo unspecified)
→ -20, -9, -7, -4, -17, -2, -1, 0, -18, 2, -1
- O=C(CCS(=O)(=O)c1cccc2nsnc12)N1CCN(C(=O)c2ccco2)CC1
→ 6, 12, 3, -9, 11, 12, 0, 4, 7, -28, -1
- Cn1c(SCC(=O)NC2CC2)nnc1-c1ccco1
→ 12, 0, -11, -2, -1, -13, 7, -14, -3, 22, -7
- COc1ccc(C2c3ccc4ccccc4c3Oc3ncn(Cc4ccco4)c(=N)c32)cc1OC (stereo unspecified)
→ 1, -3, -3, 3, -1, 39, -12, 10, 16, 22, 5
- CCC(=O)n1nc(-c2ccco2)nc1N
→ -11, 8, -9, 0, -7, -12, -9, -9, 7, 27, -3
- Cc1ccccc1-c1nnn(C/C(N)=N/O)n1
→ 12, -7, 0, 13, -2, 1, -9, -3, -11, 17, -5
